# ERa coact pot: enhances coactivator binding to human estrogen receptor alpha | P03372 | TR-FRET ERalpha-LBD/SRC-Cy5 coactivator binding, 2 h; 100 = basal binding, no effect | coactivator binding (% of control), % at 25.6 µM | 1.3% of 86,000 active | AID 639; in the data active = activity above about 200%;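 note: binding measured in presence of low estradiol as agonist stimulus; 0% = peptide alone without receptor and 100% = receptor with peptide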
# Target sequence (P03372 whole entry, looked up, the tested form may be a part): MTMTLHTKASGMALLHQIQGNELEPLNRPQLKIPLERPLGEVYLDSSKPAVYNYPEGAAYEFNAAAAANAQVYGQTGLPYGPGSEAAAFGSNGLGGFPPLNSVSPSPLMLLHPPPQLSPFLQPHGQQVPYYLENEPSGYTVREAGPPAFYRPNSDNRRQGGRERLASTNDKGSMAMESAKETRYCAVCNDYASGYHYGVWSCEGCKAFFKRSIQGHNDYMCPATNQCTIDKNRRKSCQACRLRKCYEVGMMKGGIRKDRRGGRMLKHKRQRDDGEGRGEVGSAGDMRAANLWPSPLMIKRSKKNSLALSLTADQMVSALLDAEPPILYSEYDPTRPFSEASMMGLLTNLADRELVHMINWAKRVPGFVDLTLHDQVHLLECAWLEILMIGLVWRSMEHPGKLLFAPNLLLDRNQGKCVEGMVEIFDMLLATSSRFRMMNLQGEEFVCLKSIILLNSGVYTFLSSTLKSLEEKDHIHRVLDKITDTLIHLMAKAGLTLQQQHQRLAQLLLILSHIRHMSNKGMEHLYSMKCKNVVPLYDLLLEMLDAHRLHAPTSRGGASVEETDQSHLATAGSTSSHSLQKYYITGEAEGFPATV
# CD11b adhes inh: inhibitors of human CD11b/CD18 binding to fibrinogen. P05107+P11215. K562 CD11b/CD18 adhesion to fibrinogen, ATPlite luminescence; Mn2+ added to activate the integrin. inhibition, % at 10 µM. 0.54% of 93,000 active. AID 1497;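 active = primary inhibition of 50% or more at 10 µM, then 40% or more on retest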; note: some results filed as inactive read as strong as hits
# CYP2C19 inh: blocks human cytochrome P450 2C19 | CYP2C19 Supersomes, luciferin-H EGE luminescence, 30 min | 21% of 96,000 active | inhibition, % at 5 µM;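 active = CYP2C19 inhibition above a set limit at 5 µM in the primary screen, cut at about 50% in these data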;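 note: plate controls were negative control wells for no effect and 2.5 mM tranylcypromine positive control for full effect; values of inactives mirror those of a sister screen read the other way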
# Target sequence (P33261 whole entry, looked up): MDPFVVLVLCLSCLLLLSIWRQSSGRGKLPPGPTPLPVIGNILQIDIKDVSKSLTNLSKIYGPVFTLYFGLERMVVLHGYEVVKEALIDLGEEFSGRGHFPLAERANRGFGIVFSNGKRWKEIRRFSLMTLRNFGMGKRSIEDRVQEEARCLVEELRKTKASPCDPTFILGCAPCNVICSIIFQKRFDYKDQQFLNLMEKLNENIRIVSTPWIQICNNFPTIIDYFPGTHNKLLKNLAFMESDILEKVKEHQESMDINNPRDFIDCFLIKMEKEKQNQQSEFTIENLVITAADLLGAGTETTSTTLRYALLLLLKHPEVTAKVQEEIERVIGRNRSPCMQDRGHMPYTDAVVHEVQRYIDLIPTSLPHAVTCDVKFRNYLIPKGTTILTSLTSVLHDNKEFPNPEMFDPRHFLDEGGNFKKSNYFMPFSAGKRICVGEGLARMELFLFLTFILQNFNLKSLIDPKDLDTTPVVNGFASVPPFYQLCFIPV
# H69AR growth 86K: blocks growth of human H69AR lung tumor cells | H69AR lung tumor viability, ATP luminescence, 72 h; hits give low values | viability, % at 10 µM | 6% of 85,000 active;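 active = viability at or below 40%; inactive = viability above 40%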;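 note: multidrug resistant small cell line overexpressing MRP-1 efflux transporter; 100% = mean luminescence of untreated control wells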
# Fibroblast inh: blocks proliferation of human lung fibroblasts; LL 47 human lung fibroblast viability, ATP luminescence; hits give low values; viability, % at 10 µM; 1.1% of 85,000 active; AID 719;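 active = viability at or below 50% in the single dose screen; inactive = viability above 50%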;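 note: compound exposure lasted 72 h before the ATP readout; 100% = median luminescence of untreated cell-only wells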
#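 material = human LL 47 lung fibroblast cells | dosing = compounds added from tenfold dosing solution, 0.1% DMSO final | timing = overnight cell rest, 72 h compound treatment at 37 °C | measured by = CellTiter-Glo luminescence measuring cellular ATP | evaluation = % viability versus median cells-only luminescence | control set = cell-only wells, no compound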
# CD11b adhes enh: increases human CD11b/CD18 adhesion to fibrinogen; AID 1499; 0.07% of 93,000 active; P05107+P11215; activation, % at 10 µM; K562 CD11b/CD18 adhesion to fibrinogen, ATPlite luminescence;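 active = 10 µM primary screen giving 50% or more activity, confirmed by 40% or more on retest at that dose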; note: strong numbers were not always called active
# CYP2C19 activ: increases human CYP2C19 enzyme activity; activation factor at 5 µM; recombinant CYP2C19, luciferin-H EGE luminescence; hits give high values; 0 = fully inhibited enzyme, 1 = untreated enzyme; P33261; 96,000 tested, under 10 active;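 active = activation factor of at least 2 at 5 µM in the primary screen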;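 note: 0 = wells with 2.5 mM tranylcypromine and 1 = vehicle-only wells; values of inactives mirror those of a sister screen read the other way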
# ERa coact inh: blocks coactivator binding to human estrogen receptor alpha. TR-FRET ER-alpha LBD / SRC-1 peptide, estradiol-bound. P03372. 1.7% of 86,000 active. AID 629. inhibition, % at 25.6 µM; in the data active = inhibition above about 50%;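 note: 0% = receptor plus peptide control and 100% = peptide only without receptor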
# HUVEC prolif 384: human endothelial cell proliferation inhibition; HUVEC proliferation, CellTiter-Glo luminescence, 72 h; hits give low values; 1.1% of 86,000 active; AID 648; viability, % at 10 µM (by protocol);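 active = viability at or below 30%; inactive = viability above 30%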;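 note: 100% = median luminescence of DMSO-only cell control wells on each plate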
# Active calls of the source: *; . = not tested or not shown; [ ] = another dose, or the depositor's remark. Outcome played no part in choosing rows, and some 26% of all compounds hit somewhere here.
SMILES,ERa coact pot,CD11b adhes inh,CYP2C19 inh,H69AR growth 86K,Fibroblast inh,CD11b adhes enh,CYP2C19 activ,ERa coact inh,HUVEC prolif 384
COc1ccc(CC(NC(C)=O)C(=O)NC2CCN(C(=O)Nc3ccc(Cl)cc3)CC2)cc1OC (stereo not drawn),98.0,10.2,5.3,95.3,95.0,-1.1,0.9,-9.6,97.8
CC1CCC2(CC1)Nc1ccccc1C(=O)N2c1ccccc1 (stereo not drawn),111.0,-7.3,37.4,99.9,109.4,-2.3,0.6,2.2,101.1
COc1ccccc1N1C(=O)CC(Sc2nccc(C)n2)C1=O (stereo not drawn),100.2,42.2,4.4,106.2,99.6,4.4,1,-1.8,96.6
CC(C)Sc1nc2ccccc2n1CC(N)=O,121.8,0.5,-2.9,101.0,92.3,-2.2,1,-2.7,94.1
CCCn1cc(NC(=O)c2cc3n(n2)C(C(F)(F)F)CC(c2ccccc2)N3)cn1 (stereo not drawn),114.2,-12.0,-2.9,96.3,89.3,1.5,1,-5.5,92.4
Cc1onc(-c2c(F)cccc2Cl)c1C(=O)N1CCc2ccccc2C1,76.6,0.0,95.6*,97.6,102.4,-4.6,0,16.0[fluorescence artefact?],100.4
COc1ccc(O)c(/C=c2/sc3nc4cc(C)c(C)cc4n3c2=O)c1,82.3,-9.7,10.9,74.9,93.9,3.9,0.9,0.6,66.6
CC(C)(C)C(=O)Nc1ccccc1C(=O)Nc1cccnc1,124.3,2.2,-1.9,92.4,.,3.4,1,-1.9,103.8
CCOC(=O)c1[nH]c2ccc(Br)cc2c1NC(=O)CCN1CCC(C(=O)OCC)CC1,102.6,15.9,76.4*,46.9,89.1,-2.3,0.2,-1.1,85.7
COc1ccccc1NC(=O)Nn1cnnc1,133.9,11.5,-19.5,96.0,92.3,-0.4,1.2,0.7,103.8
CCOC(=O)c1sc(NC(=O)CSc2nc3c(c(-c4ccc(OC)cc4)c2C#N)CCCC3)c(C#N)c1C,138.0,.,30.3,89.4,89.9,.,0.7,13.2,78.6
Nc1cc(N)nc(SCc2ccccc2)n1,98.8,.,12.0,99.2,100.6,.,0.9,-5.8,93.5
Cc1nc(SCC(=O)NCc2ccco2)c2c(C)c(C)sc2n1,89.1,-1.4,22.6,89.1,88.1,0.9,0.8,1.7,92.6
COc1ccc(N(CC(=O)Nc2ccc3c(c2)OCCO3)S(=O)(=O)c2c(C)nn(C)c2C)cc1,118.4,-8.3,54.7*,95.3,93.8,-0.6,0.5,0.5,107.0
Cc1nc2ccccc2n1C(=O)c1cc(-c2ccc(Br)cc2)nc2ccccc12,.,6.5,16.8,.,.,-0.2,0.8,.,.
COC(=O)C(C)Sc1nc2c(cnn2-c2ccccc2)c(=O)[nH]1 (stereo not drawn),89.5,-5.9,14.0,89.7,102.8,0.7,0.9,19.8,98.8
Cc1ccc(/C=[N+](/[O-])C2SC(=S)N(C)C2(C)C)cc1 (stereo not drawn),103.9,-11.0,16.2,88.7,95.8,-5.0,0.8,-12.4,86.8
Cc1ccc(-c2csc3ncnc(OCC(=O)NC(=O)NCc4ccco4)c23)cc1,68.5[fluorescence artefact?],18.2,50.2*,63.0,94.7,1.1,0.5,56.4*[fluorescence artefact?],76.1
O=S(=O)(O/N=C1\CCCc2ccccc21)c1ccccc1,89.7,-1.6,1.5,93.2,102.7,-2.1,1,-8.5,97.2
c1ccc(-n2ncc3c(N4CCN(c5ccccn5)CC4)nc(N4CCOCC4)nc32)cc1,220.0*[fluorescence artefact?],-22.1,17.9,27.7*,95.4,-2.6,0.8,18.5[fluorescence artefact?],53.7
COc1ccc(OCCCC(=O)Nc2ccc3c(c2)OCO3)cc1,86.1[fluorescence artefact?],-5.2,41.4,94.7,.,-2.8,0.6,-10.9,91.4
COc1cccc2cc(C(=O)N3CCN(c4ccc(C)cc4C)CC3)c(=O)oc12,113.1,7.5,17.0,97.3,105.8,-1.5,0.8,-2.8,100.9
FC(F)(F)c1cc(C(F)(F)F)c2ccc(N3CCN(c4ccccc4)CC3)nc2n1,.,2.6,-3.4,.,.,-1.0,1,.,.
Cn1c(=O)c2c(nc(SCCN3CCOCC3)n2Cc2cccc3ccccc23)n(C)c1=O,97.0,-13.0,12.1,48.2,89.3,0.4,0.9,-19.6,92.1
NC(=O)CSc1nc2cc3c(cc2c(=O)n1CCCC(=O)NCc1ccc2c(c1)OCO2)OCO3,.,3.0,6.8,.,.,-2.3,0.9,.,.
Nc1c(C(=O)C2CC2)sc2nc(-c3cccs3)cc(C(F)(F)F)c12,104.8,-1.5,15.2,12.4*,100.7,7.3,0.8,6.9,32.2
COc1ccc2c(C)c(C(=O)O)oc2c1,105.5,2.7,-13.5,101.9,110.7,-2.1,1.1,-4.4,106.6
O=C(c1cnn2c(C(F)F)cc(C3CC3)nc12)N1CCCC1,113.5,-45.6,9.0,76.4,105.7,-3.3,0.9,-1.6,89.0
O=C(COC(=O)C1CC(=O)N(c2nc(-c3ccccc3)cs2)C1)c1ccccc1 (stereo not drawn),.,4.2,8.0,.,.,2.2,0.9,.,.
CCC(C)[C@H](NC(=O)NC1CCN(Cc2ccccc2)CC1)C(=O)OC (stereo partly drawn),104.0,2.0,2.0,91.2,106.2,-1.9,1,-6.5,107.7
Cc1cccc(N(C(=O)Nc2ccccc2)C2=NCC(C)S2)c1 (stereo not drawn),93.8,10.4,68.2*,89.6,100.2,1.5,0.3,2.2,81.6
O=C(c1ccccc1)N1CCN(C2C3CC4CC(C3)CC2C4)CC1 (stereo not drawn),104.2,0.7,14.3,91.2,105.2,1.0,0.9,1.6,111.6
CCOC(=O)C1(P(=O)(c2ccccc2)c2ccccc2)CCC1,107.5,6.7,11.1,101.6,99.3,-1.3,0.9,-9.9,101.3
COc1ccc(-n2c(Cc3cc(=O)[nH]c(=O)[nH]3)nnc2SCC(=O)N2CCCC2)cc1,99.2,-12.6,19.1,102.3,90.7,3.8,0.8,-1.5,105.1
CNC(=O)C1CCN(C(=O)c2ccc(-c3ccccc3)cc2)CC1,99.2,-4.0,14.7,92.9,99.1,-2.1,0.9,-6.1,98.7
CCC(C)C(=O)Nc1ncc2c(n1)CC(c1cccs1)CC2=O (stereo not drawn),99.5,-7.6,14.2,96.1,102.5,-3.6,0.9,7.7,104.1
COCCOC(=O)C1=C(C)Nc2nc(C)nn2C1c1ccc(F)cc1 (stereo not drawn),127.3,1.8,10.1,99.8,99.2,-2.2,0.9,1.2[fluorescence artefact?],96.0
CN1CCCCc2c1[nH]c1ccccc1c2=O,83.3,10.7,-0.1,94.0,96.3,3.3,1,-3.7,104.3
CC(C)(C)OC(=O)NCCc1nnc(SCc2ccc(Cl)cc2Cl)o1,88.8,.,60.4*,96.2,95.4,.,0.4,0.3,89.8
COC(=O)Cc1c(C)nc2nc(-c3ccc(Cl)cc3)[nH]n2c1=O,89.9,-14.0,-3.1,92.6,95.8,1.6,1,7.3,94.2
COCCCn1c(SCC(=O)Nc2ccc3c(c2)OCCO3)nnc1-c1ccoc1C,94.2,-11.6,17.6,94.4,105.2,-0.9,0.8,-1.1,101.8
NC(=O)c1ccccc1NC(=O)NC1CCCCC1,89.7,.,.,91.3,110.6,.,.,1.5,97.5
CC(=O)Nc1ccc(S(=O)(=O)c2ccc(N)cc2)cc1N,99.4,6.1,-4.6,92.1,91.9,-7.3,1,-4.5,96.6
O=C(Cn1cnc2ccccc21)NCc1ccccc1,114.0,6.0,28.3,95.8,96.9,-5.4,0.7,-1.9,112.3
O=C(COc1ccccc1)N1CCN=C1c1ccccc1,110.3[fluorescence artefact?],-28.4,8.9,87.7,100.8,4.3,0.9,-22.5,93.8
Nc1ccc(Nc2ccccc2)c(Cl)c1,.,22.9,15.2,.,.,-2.3,0.8,.,.
CCOC(=O)COc1ccc(S(=O)(=O)NCc2cccnc2)cc1,107.2,4.3,-1.1,105.6,95.8,-1.2,1,-12.2,88.1
O=C(CSc1nnc(C2COc3ccccc3O2)o1)N1CCCc2ccccc21 (stereo not drawn),112.2,0.8,40.0,78.0,97.3,15.1,0.6,-5.1,101.6
c1ccc(CNc2nc3ccccc3[nH]2)cc1,104.2,12.1,48.1,78.3,95.9,-0.3,0.5,5.9,85.6
O=C(C1CCN(S(=O)(=O)c2cccc3nsnc23)CC1)N1CCn2c1nc1ccccc12,111.2,.,49.9,102.3,99.2,.,0.5,-9.9,99.3

# Some of these compounds in order of length of the SMILES, descending.
SMILES,ERa coact pot,CD11b adhes inh,CYP2C19 inh,H69AR growth 86K,Fibroblast inh,CD11b adhes enh,CYP2C19 activ,ERa coact inh,HUVEC prolif 384
O=C(CSc1nnc(C2COc3ccccc3O2)o1)N1CCCc2ccccc21 (stereo not drawn),112.2,0.8,40.0,78.0,97.3,15.1,0.6,-5.1,101.6
CCOC(=O)COc1ccc(S(=O)(=O)NCc2cccnc2)cc1,107.2,4.3,-1.1,105.6,95.8,-1.2,1,-12.2,88.1
CC(=O)Nc1ccc(S(=O)(=O)c2ccc(N)cc2)cc1N,99.4,6.1,-4.6,92.1,91.9,-7.3,1,-4.5,96.6
O=C(Cn1cnc2ccccc21)NCc1ccccc1,114.0,6.0,28.3,95.8,96.9,-5.4,0.7,-1.9,112.3
c1ccc(CNc2nc3ccccc3[nH]2)cc1,104.2,12.1,48.1,78.3,95.9,-0.3,0.5,5.9,85.6
Nc1ccc(Nc2ccccc2)c(Cl)c1,.,22.9,15.2,.,.,-2.3,0.8,.,.

# Carrying on.
SMILES,ERa coact pot,CD11b adhes inh,CYP2C19 inh,H69AR growth 86K,Fibroblast inh,CD11b adhes enh,CYP2C19 activ,ERa coact inh,HUVEC prolif 384
O=C(NCCC1=CCCCC1)C(c1ccccc1)c1ccccc1,.,5.9,10.7,.,.,-4.3,0.9,.,.
CCOC(=O)CSc1nc2cc(C(=O)OC)ccc2c(=O)n1CCN1CCOCC1,107.2,.,69.0*,88.2,104.4,.,0.3,7.0[fluorescence artefact?],87.7
CCCc1[nH]nc2c1C(c1ccc(OC)c(Cn3nnc4ccccc43)c1)C(C#N)=C(N)O2 (stereo not drawn),82.5,-1.4,43.1,95.7,97.5,-0.6,0.6,-1.7,89.1
O=S(=O)(c1cccc(S(=O)(=O)N2CCC(N3CCCCC3)CC2)c1)N1CCOCC1,.,-0.8,-3.5,.,.,-2.7,1,.,.
O=C(O)C1CCCCN1S(=O)(=O)c1cccc2nsnc12 (stereo not drawn),99.5,3.0,.,98.4,94.9,-0.7,.,-150.4[fluorescence artefact?],110.9
COc1cccc(-n2c(SCC(=O)N3CCOCC3)nc3c([nH]c4ccccc43)c2=O)c1,113.8,.,.,57.9,90.4,.,.,27.4,93.8
CCOc1cc2[nH]c(=S)n(CCCN(CC)CC)c(=O)c2cc1OCC,109.2,.,.,70.4,94.5,.,.,-10.4,88.3
O=C(Nc1ccccc1NC(=O)c1ccco1)c1ccco1,91.8,-8.9,1.6,95.7,102.4,-1.5,1,-4.3,112.5
O=C(NCc1cccs1)C1CCCN1C(=O)NC1CCCCC1 (stereo not drawn),91.4,-6.2,-0.4,98.8,105.0,-2.6,1,-4.1,106.2
COCc1cc(=O)n2[nH]c(-c3ccccc3)cc2n1,112.7,15.0,34.1,94.9,104.8,-5.1,0.7,0.6,102.3
CCCOC(=O)c1sc2nc3c(cc2c1N)C(=O)CCC3,126.9,-29.9,-8.0,98.1,106.3,8.2,1.1,17.3[fluorescence artefact?],105.2

# Bioassay records deposited in PubChem BioAssay by several laboratories.
